Assay outcomes deposited in PubChem by National Center for Advancing Translational Sciences (NCATS).
MmCpn inh: blocks the Methanococcus maripaludis chaperonin Mm-Cpn. purified Mm-Cpn ATPase, ADP Transcreener TR-FRET. Potency, µM (highest dose often 76.9 µM), for the others: at the top dose activity, negative = inhibition, hits mostly inhibitors. 0.031% of 330,000 active. AID 504842; also: potency is read from the fitted curve at half-maximal effect; % is scaled to controls: 0 for no effect and ±100 for the full control effect; nearly all actives have a fitted effect of over 80% in size
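Compound-treated chaperonin, 25 nM final, turns over 10 uM ATP at 37°C for 30 min following a 10 min preincubation; ADP generated competes with ADP-d2 for Eu-cryptate antibody, lowering FRET.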
pAkt inh: inhibitors of Akt phosphorylation; 0.32% of 360,000 active; Neuro2A IGF-stimulated pAkt S473 HTRF, 20 min; active compounds read low; activity change, % for hits at 50 µM; in the data active = activity change below about -80%; inconclusive = mostly about -51% to -80%; also: % is scaled to controls: 0 for no effect and ±100 for the full control effect
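Single-point screen (50 µM final compound) in Neuro2A cells stimulated 20 min with 6 nM IGF at 37 deg C. After lysis, Ser473-phosphorylated Akt read by HTRF (ex 330 nm, em 615/665 nm) as the 665/615 ratio.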
EPAC2 ag: activates human EPAC2 exchange factor; Q8WZA2; EPAC2 activation, biochemical qHTS; response scale: 100% = 6.5 mM cAMP response; Potency, µM (top dose mostly 154 µM), without a hit: at the top dose activation, actives largely listed as activators; 0.079% of 360,000 active; AID 720711; also: potency is read from the fitted curve at half-maximal effect; nearly all actives have a fitted effect of over 50% in size
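qHTS, titration series. 100 nM EPAC2 / 250 nM Rap1B-BODIPY-GDP / 50 uM GDP; RT; ex 480/em 540 nm, 5-min reads to 30 min. Norm. to 6.5 mM cAMP = activation.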
CCT chaperon mod: cytosolic chaperonin activity modulation; purified chaperonin ATPase assay, HTRF ADP detection, 30 min; activity change, % (test concentration not listed), hits read low; 0.3% of 360,000 active; in the data active = activity change below about -30%; also: % is scaled to controls: 0 for no effect and ±100 for the full control effect
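Nucleotide hydrolysis assay: TRiC at 20–40 nM final (set by batch activity) with 10 uM ATP, 30 min at 37 °C, in presence of 76 uM compound. Detection by competitive ADP HTRF, 30 min ambient.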
EPAC2 antag: antagonists of human EPAC2; AID 720708; Potency, µM (top dose mostly 114 µM), inactives show at the top dose activity, negative = inhibition, most hits filed as inhibitors; Q8WZA2; EPAC2 GEF exchange of Rap1B-BODIPY-GDP, fluorescence; 0.18% of 360,000 active; also: potency is read from the fitted curve at half-maximal effect; % is scaled to controls: 0 for no effect and ±100 for the full control effect; nearly all actives have a fitted effect of over 45% in size; many of its hits are not listed in these tables
DRD3 antagonist: D3 dopamine receptor (human) antagonism | P35462 | D3R cells, DiscoveRx beta-arrestin luminescence, antagonist mode; active compounds read low | max response, negative = inhibition, % | 2.5% of 360,000 active | AID 652054; in the data active = max response below about -50%; inconclusive = no clear call, values can overlap the other calls; also: % is scaled to controls: 0 for no effect and ±100 for the full control effect; mostly tested at two doses, the higher about 12 µM
Target sequence (P35462 whole entry, looked up): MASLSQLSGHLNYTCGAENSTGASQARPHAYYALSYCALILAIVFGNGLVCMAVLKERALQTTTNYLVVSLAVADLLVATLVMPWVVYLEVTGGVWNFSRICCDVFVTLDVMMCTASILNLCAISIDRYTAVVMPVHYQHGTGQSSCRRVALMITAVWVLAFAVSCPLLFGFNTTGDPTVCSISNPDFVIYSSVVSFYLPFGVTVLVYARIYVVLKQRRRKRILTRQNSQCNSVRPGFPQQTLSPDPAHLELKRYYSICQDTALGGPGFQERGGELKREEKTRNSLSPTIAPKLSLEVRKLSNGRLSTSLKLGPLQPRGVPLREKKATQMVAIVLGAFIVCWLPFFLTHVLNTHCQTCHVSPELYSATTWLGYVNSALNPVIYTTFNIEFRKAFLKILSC
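Cells expressing the human receptor were seeded at 1500 cells/well, incubated overnight at 37 degrees C in 5% CO2, then exposed to library compounds with dopamine controls for 90 minutes at 37 degrees C before luminescent detection.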
PTHR1 agonist: PTHR1 (human) receptor agonism | Q03431 | HEK293 GP2 PTHR1 cells, GloSensor cAMP luminescence, 1 h | Potency, µM (doses to about 115 µM), for inactives: at the highest dose activation, most hits filed as activators | 0.075% of 410,000 active | AID 743266; also: potency is read from the fitted curve at half-maximal effect; nearly all actives have a fitted effect of over 55% in size; some results filed as inactive show a strong effect at the top dose; inactives centre near -15; many of its hits are not listed in these tables
Target sequence (Q03431 whole entry, looked up): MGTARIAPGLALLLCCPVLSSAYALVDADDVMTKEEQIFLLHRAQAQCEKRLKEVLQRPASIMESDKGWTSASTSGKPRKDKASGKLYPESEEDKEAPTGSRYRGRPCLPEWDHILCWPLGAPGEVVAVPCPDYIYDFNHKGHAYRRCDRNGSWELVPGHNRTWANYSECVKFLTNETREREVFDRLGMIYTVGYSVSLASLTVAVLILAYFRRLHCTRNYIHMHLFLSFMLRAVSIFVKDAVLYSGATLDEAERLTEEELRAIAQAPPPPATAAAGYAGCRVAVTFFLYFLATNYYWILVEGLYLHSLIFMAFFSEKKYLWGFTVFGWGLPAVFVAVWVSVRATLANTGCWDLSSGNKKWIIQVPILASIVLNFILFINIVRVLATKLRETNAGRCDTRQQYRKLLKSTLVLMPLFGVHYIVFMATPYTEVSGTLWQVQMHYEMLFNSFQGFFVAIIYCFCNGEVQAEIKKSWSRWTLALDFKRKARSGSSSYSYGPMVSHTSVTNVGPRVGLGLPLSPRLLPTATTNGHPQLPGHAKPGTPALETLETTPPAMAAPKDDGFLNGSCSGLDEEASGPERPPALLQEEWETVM
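HEK-293-derived GP2 cells expressing PTHR1 and a GloSensor cAMP reporter, 3,000/well, plated overnight, given luciferin plus IBMX (each 0.5 mM as added) for 1 h at 37 °C, then compound for 1 h at 37 °C. Luminescence was read after 15 min at room temperature.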
DRD3 agonist: D3 dopamine receptor (human) agonism | P35462 | 0.58% of 410,000 active | D3R DiscoveRx beta-arrestin cells, luminescence, 90 min | max activation, %; in the data active = max activation above about 30%; also: 0% is about no effect; mostly tested at two doses, the higher about 12 µM
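Agonist-mode cell screen: cells plated at 1500/well and incubated overnight at 37 °C, then exposed to library compounds for 90 min at 37 °C. Detection reagent was added for 30–60 min at room temperature, and luminescence was read.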
Numbers without * were called inactive; i = inactive; ? = inconclusive; . = not tested or not shown; [ ] = dose if it differs, or a comment. Unless noted, calls follow the shape of the dose curve; as a rule, active = well fitted curve in the direction sought with a large enough effect; inconclusive = small, poorly fitted or top-dose-only effect, or another doubt; inactive = no such curve, though single readings can be large; an effect the other way counts as inactive or inconclusive.

Values run as follows: MmCpn inh	pAkt inh	EPAC2 ag	CCT chaperon mod	EPAC2 antag	DRD3 antagonist	PTHR1 agonist	DRD3 agonist
- Cc1ccc2occ(/C=N/NC(=O)[C@@H](N)Cc3ccccc3)c(=O)c2c1
    -1%	i	-12%	-0.3	1%	-2	i	2
- O=C(Cc1ccc(F)cc1)N1CCC(CC2CC(c3ccc(Cl)cc3)=NO2)(C(=O)NCC2CCCCC2)CC1 (configuration not stated)
    0%	i	6%	-0.5	-5%	6	15%	-33
- CCCCNCCCCOc1ccccc1
    0%	.	-1%	-90*	6%	?	i	-23
- COc1ccc(S(=O)(=O)N2CCOC2CNC(=O)C(=O)NCCN2CCOCC2)cc1C (configuration not stated)
    -6%	i	-4%	-3.2	7%	14	-1%	16
- CCCOC(=O)C1=C(C)NC2=C(C(=O)CC(C)(C)C2)C1c1ccc(N(C)C)cc1 (configuration not stated)
    -2%	i	0%	-0.3	-21%	-23	i	-13
- CCCCOCCCNC(=O)C[C@@H]1C[C@@]2(C(=O)OCC)CCCC=C2N(Cc2ccco2)C1=O
    .	i	-8%	-1.3	3%	4	22%	8
- CCC(=O)N1CCCc2cc(S(=O)(=O)CCC(=O)Nc3ccccc3C)ccc21
    -4%	i	11%	-3.4	4%	-6	-21%	-3
- COc1ccc(NC(C)=O)cc1NC(=O)CSc1nnc(-c2cccnc2)n1C
    0%	i	4%	-1.3	-4%	-6	-3%[57.5 µM]	-4
- COc1cc(C=O)c(Br)cc1OCC(=O)NCCc1ccccc1
    -1%	i	9%	1.2	-11%	7	-21%	0
- CN(C)CCNC(=O)c1nn(C)c2c1CCc1ccccc1-2
    3%	i	4%	-7.6	6%	0	i	2
- CCOC(=O)c1cnc2c(C(=O)OC)cccc2c1NCc1cccnc1
    1%	i	-4%	1.0	-3%	3	-19%	-1
- CCOC(=O)Cn1c(Br)nc2c1c(=O)[nH]c(=O)n2C
    1%	i	4%	-0.9	-2%	-18	22%[57.5 µM]	-13
- CC(=O)N/C(=C\c1ccccc1)C(=O)OCC(=O)Nc1cc(S(=O)(=O)N(C)C)ccc1Cl
    0%	i	5%	-0.9	-12%	0	i	1
- c1ccc(Cc2nnc3sc(-c4ccc5c(c4)OCO5)nn23)cc1
    .	i	-4%	-5.0	-4%	-7	i	-5
- COc1ccccc1NC(=O)Cn1nnc2sc3c(c2c1=O)CC(C)(C)OC3
    -9%	i	-3%	-0.3	6%	21	i	4
- O=C(c1ccco1)N1CCN(CCOCCOc2cccc3ccccc23)CC1
    -1%	i	-12%	-3.2	3%	-6	i	89*
- c1ccc(-c2csc(N3CCOCC3)n2)cc1
    0%	i	1%	2.6	-3%	-6	i	-6
- COc1ccc(/C(N)=N/OC(=O)CCc2ccccc2)cc1OC
    -1%	i	12%	4.4	0%	14	-2%	1
- Cc1cccc(-c2nnc(SCC(=O)C(C)(C)C)n2C)c1
    -2%	i	-2%	-1.0	1%	-4	-11%	8
- COc1ccc2cc(/C=N/NC(=O)CN(c3ccccc3C)S(=O)(=O)c3ccccc3)c(Cl)nc2c1
    1%	i	-2%	-5.7	9%	-6	i	21
- O=C(CN1CCOc2ccccc21)NCc1ccccc1
    1%	i	7%	-0.2	11%	-18	-13%	-9
- COC1(OC)N=C(N)C2(C#N)C(c3cccc(Oc4ccccc4)c3)C12C#N (configuration not stated)
    0%	i	?	2.9	3%[57.1 µM]	-50*	-3%[57.5 µM]	3
- CSCc1cc(N2CCOCC2)nc(SCc2ccc(Cl)c(Cl)c2)n1
    -2%	i	17%	-1.8	5%	-8	-71%	-7
- Cn1nc(CC(=O)NC2CCCCCCCCCCC2)c2ccccc2c1=O
    1%	i	-1%	-1.3	14%	-4	i	-6
- Nc1nc(SCc2ccc(Br)cc2)[nH]c(=O)c1-c1ccccc1
    -1%	i	8%	-2.2	-6%	0	-77%[inhibitor]	2
- O=C(CSc1ccc(Cl)cc1)N/N=C/c1cccnc1
    -2%	i	12%	-1.9	8%	-13	i	-8
- COc1ccc(-c2cc3nc(C)cc(-c4ccc(OC)cc4)n3n2)cc1
    ?	i	11%	-15	-9%	43	-10%	6
- Cc1ccccc1-n1c(SC(C)C(=O)NCC2CCCO2)nnc1-c1ccncc1 (configuration not stated)
    .	i	7%	-0.9	0%	-8	i	-3
- COCCn1c(=S)[nH]c2cc(C(=O)N3CC(C)CC(C)C3)ccc2c1=O (configuration not stated)
    1%	i	0%	0.5	2%	-2	-11%	-7
- O=C(NCc1ccc(F)cc1)c1cc2c(s1)CCCC2
    -2%	i	14%	0.6	4%	-21	-87%[inhibitor]	-5
- CN(Cc1ccccc1)C(=O)CCC(=O)N(C)Cc1ccccc1
    -1%	i	3%	-0.6	-5%	-20	i	-5
- CC(=O)Nc1ccc(S(=O)(=O)N2CCN(Cc3ccncc3)CC2)cc1
    -1%	i	2%	-0.6	-1%	4	-12%	-3
- O=C(Nc1cccc(-c2csc(Nc3cccc(C(F)(F)F)c3)n2)c1)c1ccccc1
    -10%	i	4%	-0.4	0%	41	-91%[inhibitor]	12
- OCCCn1c(CCCNc2nc(-c3cccc(Br)c3)cs2)nc2cc(Cl)c(N3CCCCC3)cc21
    -8%	i	9%	-1.2	-1%	49	i	15
- COc1ccc(/C(CC2OC(=O)c3ccccc32)=N\NC(N)=O)cc1 (configuration not stated)
    2%	i	-6%	0.1	2%	7	i	-3
- O=c1cc(CO)oc(C(Nc2ccccn2)c2ccccc2F)c1O (configuration not stated)
    .	i	13%	-6.2	27%	-51*	-15%	-5
- CCOC(=O)c1nn(-c2cccc(Cl)c2)c2nc(Nc3ccccc3)cc(=O)n12
    -2%	i	-7%	-0.9	-17%	24	i	6
- FC(F)(F)Oc1ccc(-c2cn3cccnc3n2)cc1
    -8%	i	-1%	0.2	1%	-10	-50%[inhibitor]	2
- O=S(=O)(NCC1CCCO1)c1ccc(S(=O)(=O)N(Cc2ccccn2)C2CC2)cc1 (configuration not stated)
    1%	i	1%	-1.8	8%	0	i	2
- Cc1cccc(C(=O)N(Cc2ccc(C)o2)C2CCS(=O)(=O)C2)c1 (configuration not stated)
    1%	i	7%	-2.0	8%	8	i	9

A second format for 2 compounds above:
compound: O=c1cc(CO)oc(C(Nc2ccccn2)c2ccccc2F)c1O (configuration not stated)
  MmCpn inh: .
  pAkt inh: i
  EPAC2 ag: 13%
  CCT chaperon mod: -6.2
  EPAC2 antag: 27%
  DRD3 antagonist: -51*
  PTHR1 agonist: -15%
  DRD3 agonist: -5

compound: CCOC(=O)c1nn(-c2cccc(Cl)c2)c2nc(Nc3ccccc3)cc(=O)n12
  MmCpn inh: -2%
  pAkt inh: i
  EPAC2 ag: -7%
  CCT chaperon mod: -0.9
  EPAC2 antag: -17%
  DRD3 antagonist: 24
  PTHR1 agonist: i
  DRD3 agonist: 6

(more compounds)
Values run as follows: MmCpn inh	pAkt inh	EPAC2 ag	CCT chaperon mod	EPAC2 antag	DRD3 antagonist	PTHR1 agonist	DRD3 agonist
- O=C(CN1C(=O)C2CC=CCC2C1=O)OCCN1C(=O)c2ccccc2C1=O (configuration not stated)
    0%	i	9%	1.4	0%	30	i	-1
- Cc1cc(C)c(NC(=O)CN(C)CC(=O)N(C)CC(=O)Nc2c(Cl)cccc2Cl)c(C)c1
    0%	i	2%	-57*	2%	-8	-13%	2
- N#Cc1ccc(Oc2nc(Nc3ccc(F)cc3)nc(N3CCCC3)n2)cc1
    1%	.	8%	-9.8	-6%	-17	-1%[57.5 µM]	-6
- CCOC(=O)CN1C(=O)SC(CC(=O)Nc2nccs2)C1=O (configuration not stated)
    1%	i	1%	-1.3	1%	-19	-3%[57.5 µM]	8
- COc1ccc(-c2nc(C#N)c(NCc3ccco3)o2)cc1
    -1%	i	9%	-1.6	-16%	0	-46%[inhibitor]	-1
- Cc1c(C(=O)N/N=C/c2cccnc2)nnn1-c1nonc1N
    -1%	i	1%	-1.5	3%	-12	i	0
- O=C(c1cc2cc(Cl)ccc2o1)N1CCCC1
    0%	i	9%	-1.6	?	-20	-13%	-3
- O=C(Nc1ccsc1C(=O)O)c1cccc(C(F)(F)F)c1
    0%	i	-2%	0.9	-6%	0	-10%	-2
- CCn1nc(C(=O)NCC2COc3ccccc3O2)c2ccccc2c1=O (configuration not stated)
    -1%	i	13%	0.5	-16%	0	?	3
- CCCC(=O)NCCc1cc2cc(C)c(C)cc2[nH]c1=O
    2%	.	12%	-1.0	-6%	?	i	-6
- O=C(Oc1cccc(Nc2ncnc3ccccc23)c1)c1ccccc1Cl
    -1%	i	-10%	-1.9	-15%	-24	-29%	40*
- COc1ccc(/C=N\NC(=O)C2CCCC2)cc1Br
    -1%	i	3%	-2.3	-6%	-6	i	-5
- CCN(Cc1nc(-c2ccc(Cl)cc2)no1)CC1CCCO1 (configuration not stated)
    0%	i	1%	-0.6	-3%	0	-20%	2
- Cc1cc(C)nc(SCc2nnc(SCC(=O)Nc3ccc(C)c(C)c3)n2Cc2ccco2)n1
    1%	-110%*	9%	-1.8	-2%	0	-27%	-1
- O=C(NC(=S)Nc1cccc([N+](=O)[O-])c1)c1ccco1
    -2%	i	8%	0.5	1%	-30	i	3
- CCOC(=O)c1sc(=NC(=O)c2ccc(S(=O)(=O)N3CC(C)OC(C)C3)cc2)n(C)c1C (configuration not stated)
    -10%	i	-8%	-0.9	-2%	-9	17%[57.5 µM]	-5
- CSC(=S)N/N=C/c1c[nH]c2ccccc12
    1%	i	4%	-0.8	-15%	4	i	4
- Nc1nc(-c2ccccc2)cc(-c2ccccc2)n1
    0%	i	23%	1.6	-12%	-13	-90%[inhibitor]	2
- CCc1nc2ccccc2c(C(=O)OCC(=O)NC2CC2)c1C
    2%	i	6%	-5.4	-7%	3	i	1
- CCc1ccc(NC(=O)CS(=O)CC(=O)N2CCN(c3ccccc3F)CC2)cc1 (configuration not stated)
    -1%	i	-5%	-1.5	5%	2	i	0
- COc1ccc(NC(=O)Cn2c3ccc(OC)cc3c3nc4n(c(=O)c32)CCS4)cc1
    2%	.	1%	-5.4	-6%	8	1%	1
- CCCn1nc(NS(=O)(=O)c2ccc(F)cc2)c2cc3ccccc3nc21
    -2%	i	1%	-0.7	-10%	-7	-29%	-9
- O=C(CSc1nc2ccccc2c(=O)n1Cc1ccco1)NCCN1C(=O)CSC1=O
    -1%	i	-4%	0.7	8%	6	-18%	2
- CCCC(=O)Nc1sc2c(c1C(=O)Nc1ccccn1)CCCC2
    -2%	i	11%	-3.7	-14%	17	i	0

These rows are one share of the data; count on the stated rates, not on these rows.
